# RGS7-Gao: modulates binding of RGS7 to human Galphao; binding response (% of control), % at 10 µM; hit rate 0.35% among 220,000; Multiplexed bead flow cytometry; actives lie on both sides; AID 1439; in the data active = binding response below about 49% or above about 150%; inconclusive = no clear call, values can overlap the other calls; inactive = in between;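 also: fluorescent Galphao held in activated GDP-AlF4 state binding bead-coupled RGS7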
# Bcl-XL Bim block: inhibitors of Bim-Bcl-XL interaction, human; Q07817; Bim peptide-Bcl-XL binding, bead flow cytometry, fluorescence; inhibition, % at 10 µM; hit rate 0.04% among 190,000
# Target sequence (Q07817 whole entry, looked up): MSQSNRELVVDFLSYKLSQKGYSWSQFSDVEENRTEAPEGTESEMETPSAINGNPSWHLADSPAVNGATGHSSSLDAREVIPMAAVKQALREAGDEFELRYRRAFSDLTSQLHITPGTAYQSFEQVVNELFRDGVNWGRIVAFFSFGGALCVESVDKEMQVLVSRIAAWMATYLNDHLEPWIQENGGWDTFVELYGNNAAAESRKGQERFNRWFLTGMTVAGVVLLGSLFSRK
# Bcl-W Bim block: human Bim-Bcl-W interaction inhibition. hit rate 0.02% among 190,000. bead-based flow cytometry, Bim peptide-Bcl-W binding. Q92843. inhibition, % at 10 µM;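 also: 0% = bound tracer without compound and 100% = peptide blocker; higher means less fluorescent Bim peptide bound to Bcl-W beads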
# Target sequence (Q92843 whole entry, looked up): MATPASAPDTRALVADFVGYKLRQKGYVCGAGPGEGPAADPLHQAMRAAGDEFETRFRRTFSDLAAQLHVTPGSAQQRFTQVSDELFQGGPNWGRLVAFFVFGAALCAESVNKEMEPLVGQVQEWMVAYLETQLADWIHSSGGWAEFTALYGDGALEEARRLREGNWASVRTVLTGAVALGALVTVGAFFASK
# Bim-Bcl-2: inhibitors of Bim-Bcl-2 interaction, human; Bead-based flow cytometry, Bim peptide-Bcl-2 binding; inhibition, % at 10 µM; hit rate 0.06% among 190,000; AID 950; in the data active = inhibition above about 40%; inconclusive = no clear call, values can overlap the other calls;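 also: 0% = no compound wells with probe peptide and 100% = reference peptide inhibitor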
# Bim-Bcl-B: human Bim-Bcl-B interaction inhibition | inhibition, % at 10 µM | Q9HD36 | bead-based flow cytometry, Bim peptide-Bcl-B binding | hit rate 0.073% among 190,000;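 also: 0% = tracer peptide without compound and 100% = reference inhibitor peptide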
# RGS8-Gao: regulators of human RGS8-Galphao interaction. multiplexed bead flow cytometry, RGS8-Galphao binding; actives lie on both sides. response (percent of control binding), % at 10 µM. hit rate 0.34% among 220,000. AID 1423; in the data active = response below about 60% or above about 140%; inactive = in between;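 also: Galphao activated as the GDP aluminium fluoride complex binding bead-coupled RGS8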
# GSH bead fluor: GSH bead compound fluorescence profile | GSH beads flow cytometry, compound fluorescence 488/530 nm; active compounds read high | fluorescence (KMESF) at 10 µM | hit rate 0.25% among 190,000; in the data active = fluorescence above about 89;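 also: glutathione beads carrying GST-tagged Bcl family fusion proteins plus one bare bead set; values are compound well signal with DMSO vehicle wells as background; inactives centre near 16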
# ABCG2 block: human ABCG2 inhibition, ABCB1 as counter-screen; Q9UNQ0; inhibition, % at 6.6 µM; hit rate 0.1% among 190,000; AID 1325; IgMXP3 cells, JC-1 efflux, flow cytometry;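 active = inhibition above 80%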;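 also: 0% = DMSO and 100% = nicardipine control wells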
# Target sequence (Q9UNQ0 whole entry, looked up): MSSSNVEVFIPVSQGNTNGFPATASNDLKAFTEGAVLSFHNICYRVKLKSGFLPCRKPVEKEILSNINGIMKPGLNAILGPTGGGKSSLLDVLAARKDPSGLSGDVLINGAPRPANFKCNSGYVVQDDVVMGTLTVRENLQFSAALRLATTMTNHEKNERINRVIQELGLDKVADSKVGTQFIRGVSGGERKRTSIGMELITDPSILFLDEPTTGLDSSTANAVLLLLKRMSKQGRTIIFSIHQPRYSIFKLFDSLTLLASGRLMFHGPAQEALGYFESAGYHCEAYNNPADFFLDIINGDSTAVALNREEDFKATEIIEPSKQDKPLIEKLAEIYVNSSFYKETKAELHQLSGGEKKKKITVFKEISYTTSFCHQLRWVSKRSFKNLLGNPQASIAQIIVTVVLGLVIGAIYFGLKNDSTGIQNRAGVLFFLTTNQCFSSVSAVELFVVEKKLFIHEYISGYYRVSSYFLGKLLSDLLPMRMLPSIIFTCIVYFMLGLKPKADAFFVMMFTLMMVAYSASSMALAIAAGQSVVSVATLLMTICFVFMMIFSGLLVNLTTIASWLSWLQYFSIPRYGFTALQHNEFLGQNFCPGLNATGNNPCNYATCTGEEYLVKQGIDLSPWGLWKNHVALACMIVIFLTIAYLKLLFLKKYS
#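 Assay system – ABCG2 IgMXP3 and barcoded ABCB1 CCRF-Adr cell mix · Input – 3 million cells/mL in well · Reagent – JC-1 fluorescent substrate · Compound – single test compound dose, 6.6 µM final · Timing – 10 min exposure at 25 °C with rotation, no wash · Detection – flow cytometry of retained JC-1 fluorescence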
# RGS4-Gao reg: human RGS4-Galphao interaction regulation. hit rate 0.33% among 220,000. binding response (% of control), % at 10 µM. Multiplexed bead flow cytometry, RGS4-Galphao binding; actives lie on both sides. P09471; in the data active = binding response below about 49% or above about 150%; inactive = in between;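 also: fluorescent Galphao activated with aluminum fluoride binding bead-coupled RGS4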
# Bfl-1 Bim block: human Bim-Bfl-1 interaction inhibition | Q16548 | Bead-based flow cytometry, Bim-Bfl-1 binding inhibition | inhibition, % at 10 µM | hit rate 0.12% among 190,000 | AID 1008;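 also: 0% = wells without compound plus tracer and 100% = blocker peptide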
# ABCB1 block: human ABCB1 inhibition, ABCG2 as counter-screen. P08183. hit rate 0.067% among 190,000. CCRF-Adr cells, JC-1 efflux, flow cytometry. inhibition, % at 6.6 µM; in the data active = inhibition above about 40%;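 also: 0% = vehicle and 100% = reference inhibitor; higher value means more JC-1 retained so stronger ABCB1 efflux block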
# An asterisk follows results filed as active; ? = inconclusive; · = not tested or not shown; [ ] = dose if it differs, or a comment. Rule as the data show it, unless noted: active = inhibition above about 40%. Hits appear at their usual frequency. About 1.1% of those tested had a hit in this group.
SMILES,RGS7-Gao,Bcl-XL Bim block,Bcl-W Bim block,Bim-Bcl-2,Bim-Bcl-B,RGS8-Gao,GSH bead fluor,ABCG2 block,RGS4-Gao reg,Bfl-1 Bim block,ABCB1 block
c1csc(-c2nc3nc4ccccc4nc3n2Cc2ccc3c(c2)OCO3)c1,108,-2,3,0,-5,100,12,3,102,0,1.2
COc1cc(OC)c(OC)cc1CN1CCCC(C(=O)c2ccccc2SC)C1 (configuration not stated),110,-7,-4,-10,-11,107,15,2,107,-8,1.2
CC1(C)CCCN(C(=O)c2ccc3c(c2NCCO)C(=O)c2ccccc2C3=O)C1,95,-7,0,0,-5,100,23,-15,97,-1,-0.2
COc1ccc(NC(=O)C2CCCN(S(=O)(=O)c3ccc4c(c3)oc(=O)n4C)C2)c(OC)c1 (configuration not stated),106,0,3,-6,-6,100,26,3,103,-8,5.2
CN(C)CCCNC(=O)c1ccc(-c2nc(-c3ccc(Cl)cc3)cs2)cc1,106,-3,-1,-2,-1,106,10,3,112,-1,0.4
CC(NC(=O)c1cccs1)C(c1cccs1)N1CCOCC1 (configuration not stated),94,·,·,?,·,102,37,0,93,·,0.4
O=C(c1nc2ccccn2c1CNCCCn1nnc2ccccc21)N1CCOCC1,101,1,0,-3,-2,104,16,0,102,-3,-0.3
O=C(NC1CCCCC1)c1ccc(Cl)c(NC(=O)c2ccccc2F)c1,107,-4,0,-7,-3,100,11,64,102,-15,1.0
COc1ccc(CC(=O)NC2CCN(CC(=O)N3CCCc4ccccc43)CC2)cc1OC,97,-2,-3,-1,0,99,22,3,99,-1,0.3
Cc1ccc(OCC(=O)c2cc(C)n(CC(F)(F)F)c2C)c([N+](=O)[O-])n1,105,-5,-3,-1,-9,102,24,3,104,-6,0.3
CCOC(=O)CSc1nc2ccccc2c(=O)n1CC1CCCC1,105,-8,-5,-3,-8,112,14,2,102,-2,-0.1
CCOC(=O)C1(CCc2ccccc2)CCN(C(=O)C2=C(C)OCCO2)CC1,98,-7,-3,-2,0,101,9,1,102,-2,3.3
Cc1ccc(CSCC(=O)NN=C2CCN(C)CC2)cc1,121,-3,-2,-3,-3,114,13,2,98,-4,0.2
CN(C(=O)COC(=O)CNC(=O)c1ccc(Cl)cc1Cl)c1ccccc1,96,-3,-2,-2,-2,101,15,2,100,-7,0.2
CCC(=O)N/N=C/c1ccc(-c2ccc([N+](=O)[O-])cc2)o1,105,-2,1,-4,-3,107,11,4,101,-3,0.2
O=C(Nc1ccccc1)c1ccc(-c2ccc(F)cc2)s1,97,0,2,-1,-2,101,19,-3,103,-4,-1.2
COc1cccc(Oc2cn[nH]c2-c2ccc(OC)cc2O)c1,281*[activator],-8,-1,-12,-10,93,28,1,133,-12,-0.3
COc1ccccc1C(=O)N/C(=C/c1ccccc1)C(=O)NC(CCSC)C(=O)O (configuration not stated),94,0,1,-4,-1,87,14,-1,88,0,-0.2
COC(=O)C1=C(C)NC(C)=C(C(=O)OC)C1C1CC=CCC1 (configuration not stated),102,-9,-4,-4,-7,101,16,3,102,-4,0.8
CC(=O)Nc1cccc(C(=O)NCC2(N3CCCCC3)CCCCC2)c1,97,3,5,1,0,101,10,2,100,-2,0.8
CC(=O)N1C(=O)C2(Nc3ccccc3N2)c2ccccc21,106,0,0,-1,2,109,17,2,112,0,0.2
CCOC(=O)/C(=N/Nc1ccccc1)N1CCCc2ccccc21,103,-6,-5,-4,-5,104,19,6,105,-8,1.1
COc1ccc(OC)c(NC(=O)NCCc2cccc(Cl)c2)c1,99,-4,-2,-3,-6,104,10,16,100,-1,0.5
CCCCOc1cccc(-c2nnc(NC(=O)CSc3ccc(C)cc3)s2)c1,111,-4,-4,-9,-7,100,12,1,106,-7,0.2
O=C(CSc1nnc(-c2ccc(Br)cc2)o1)Nc1cccc2ccccc12,98,-6,0,-8,-9,96,30,3,99,-14,0.7
COc1ccccc1C(O)(C(=O)NN(C(=O)c1ccccc1)c1ccccc1C)c1cccs1 (configuration not stated),97,-1,-2,-3,-2,101,13,0,101,-2,-0.1
O=C(Cn1c(-c2cncs2)nc2ccccc21)NCCc1ccccc1,98,-1,0,-3,-7,98,23,2,96,-7,1.0
CN(C)C(=O)COC(=O)/C=C/c1ccccc1[N+](=O)[O-],104,0,0,-1,0,104,14,2,105,0,0.5
CCC(C)(C)C1CCc2c(sc(N)c2C(N)=O)C1 (configuration not stated),98,-5,0,3,-15,98,9,1,97,6,0.2
O=C(O)C1OC2OC3(CCCCC3)OC2C2OC3(CCCCC3)OC12 (configuration not stated),103,-9,-4,-1,-3,101,14,7,99,-5,-0.1
Cc1ccc(-c2nc(N/N=C/c3ccccc3[N+](=O)[O-])c3ccccc3n2)cc1,94,-9,0,-7,-6,96,20,17,92,-19,1.1
O=C(Nc1ccc(N2CCCCC2)cc1)c1cccnc1Cl,102,-8,4,-10,-12,101,49,1,96,-13,0.1
Cc1ccc(S(=O)(=O)NNC(=O)c2cccnc2)cc1,91,-4,-3,-6,-5,106,10,-1,91,-9,-0.5
CCN(CC(=O)Nc1sc2c(c1C#N)CCC(C)C2)Cc1nc2ccccc2c(=O)[nH]1 (configuration not stated),104,-2,-2,-2,-4,104,72,0,107,0,0.4
O=C(OCC(=O)N1CCN(Cc2ccccc2)CC1)c1ccc(Cl)cc1,93,0,-1,-4,-2,98,71,1,98,-1,-0.4
Cc1cc(NC(=O)CSc2nnc(COc3ccccc3)o2)no1,96,-11,-7,-7,-6,96,20,32,95,-10,0.5
CC1(C)Cc2nc3oc4c(N(CCO)Cc5ccccc5)ncnc4c3cc2CO1,102,-3,0,-4,-1,102,14,5,104,-1,1.9
COc1ccc(OC)c(NC(=S)NCCSc2ccc(C)cc2)c1,102,-5,-4,-6,-9,104,13,1,101,-16,-0.1
COc1ccc(COCC(O)CN(Cc2ccco2)Cc2ccccc2O)cc1 (configuration not stated),101,-1,1,-5,-2,102,9,0,107,-4,1.0
O=C1N/C(=C\c2ccc(O)cc2)C(O)=C1C=NCc1ccccc1,102,-4,-4,-2,-13,102,8,0,101,-2,-3.1
O=C(/C=C/c1ccco1)N1CCN(c2ncccn2)CC1,97,-3,-1,1,-9,99,4,0,98,2,0.0
COC(=O)c1ccc(CSc2nnnn2-c2ccccc2)o1,99,-1,0,-1,0,103,13,1,101,-1,0.5
COc1ccccc1N1CCN(c2nc3ccccc3nc2C(C#N)C(=O)OC(C)C)CC1 (configuration not stated),102,1,5,-2,-9,102,9,15,106,-7,6.6
CCOC(=O)CC(=O)CSc1ncc(C(=O)OCC)c(N)n1,102,-8,-7,-5,-8,104,29,8,101,-19,-0.4
O=C(NCCCCCCNC(=O)c1ccc(Br)s1)c1ccc(Br)s1,102,-3,-1,-4,-6,105,17,0,100,2,0.2
O=C(C1=C(O)C(=O)N(c2ncccn2)C1c1ccc(Cl)c(Cl)c1)c1ccco1 (configuration not stated),98,-10,-4,-8,0,114,31,3,101,-2,0.4
CO/N=C(/CS(=O)(=O)Cc1ccccc1Cl)c1ccc(Cl)cc1Cl,96,-3,-1,-2,-2,100,20,2,94,-2,0.5
COc1ccc(N2CCN(C(=O)CN3CCN(c4nc(-c5ccc(F)cc5)cs4)CC3)CC2)cc1,104,-5,-3,-5,-8,105,13,2,103,-4,1.0
Cc1ccc(C(=O)OCc2nc(N)nc(Nc3ccccc3C)n2)cc1,102,-7,-3,-9,-4,103,10,11,103,-8,0.1
Cc1ccc2nc3c(c(C(=O)OCC(=O)NC4CCS(=O)(=O)C4)c2c1)CCCC3 (configuration not stated),95,2,1,-5,-2,101,24,1,100,-6,-0.1
COc1ccc(S(=O)(=O)n2nc(OC(=O)c3ccccc3)cc2N)cc1,99,-9,-1,-8,-8,103,25,11,99,-20,1.3
OC1(CN2CCOCC2)C2CN3CCN(C2)CC1(c1ccccc1)C3 (configuration not stated),91,-6,-3,-9,-7,97,8,0,94,-6,-0.1
Cc1cc(NCCOCCO)n2ncc(-c3ccc(Cl)cc3)c2n1,96,-5,-1,-13,-8,95,12,-3,94,-11,-5.5
COc1ccc(-c2c(C)n([O-])c(C)c(C)[n+]2=O)cc1,108,1,0,-5,-4,102,66,4,106,-12,0.9
CCN1CCN(c2ccc(NC(=O)c3cccc(F)c3)cc2Cl)CC1,101,-7,-4,-4,-6,99,14,0,100,-9,0.1
Cc1ccccc1C(=O)NC1CCN(C(=O)N(c2ccccc2)c2ccccc2)CC1,99,-5,-3,-9,-8,99,35,-2,99,-17,0.4
Cc1ccc(C(=O)Nn2c(O)c(C=C3N=c4ccccc4=N3)sc2=S)cc1,102,23,15,22,-7,91,7,-4,82,11,-0.9
O=C(CCCN1C(=O)c2cccc3cccc(c23)C1=O)N1CCN(c2ccc(F)cc2)CC1,94,-2,0,-3,-2,102,23,7,102,-5,2.0
COc1ccc(/C=N/n2cnc3c([nH]c4ccccc43)c2=O)cc1COc1ccccn1,88,0,-2,1,1,95,11,8,90,5,0.6
CCOc1ccc(CN(C)CC(=O)NCc2ccccc2Cl)cc1,104,-1,2,4,-2,103,23,3,105,0,1.1

# Arranged by the number under Bcl-XL Bim block (smallest number first): some entries from above.
Structure | RGS7-Gao | Bcl-XL Bim block | Bcl-W Bim block | Bim-Bcl-2 | Bim-Bcl-B | RGS8-Gao | GSH bead fluor | RGS4-Gao reg | Bfl-1 Bim block
O=C(CCCN1C(=O)c2cccc3cccc(c23)C1=O)N1CCN(c2ccc(F)cc2)CC1 | 94 | -2 | 0 | -3 | -2 | 102 | 23 | 102 | -5
COc1ccc(/C=N/n2cnc3c([nH]c4ccccc43)c2=O)cc1COc1ccccn1 | 88 | 0 | -2 | 1 | 1 | 95 | 11 | 90 | 5
COc1ccc(-c2c(C)n([O-])c(C)c(C)[n+]2=O)cc1 | 108 | 1 | 0 | -5 | -4 | 102 | 66 | 106 | -12

# Back to the main list with the four entries that preceded the break.
SMILES,RGS7-Gao,Bcl-XL Bim block,Bcl-W Bim block,Bim-Bcl-2,Bim-Bcl-B,RGS8-Gao,GSH bead fluor,ABCG2 block,RGS4-Gao reg,Bfl-1 Bim block,ABCB1 block
Cc1ccc(C(=O)Nn2c(O)c(C=C3N=c4ccccc4=N3)sc2=S)cc1,102,23,15,22,-7,91,7,-4,82,11,-0.9
O=C(CCCN1C(=O)c2cccc3cccc(c23)C1=O)N1CCN(c2ccc(F)cc2)CC1,94,-2,0,-3,-2,102,23,7,102,-5,2.0
COc1ccc(/C=N/n2cnc3c([nH]c4ccccc43)c2=O)cc1COc1ccccn1,88,0,-2,1,1,95,11,8,90,5,0.6
CCOc1ccc(CN(C)CC(=O)NCc2ccccc2Cl)cc1,104,-1,2,4,-2,103,23,3,105,0,1.1
NC(=O)c1ccc(NC(=O)COC(=O)/C=C/c2cccs2)cc1,100,-1,-3,-3,-1,99,16,2,98,-4,0.2
CC(C)Oc1cccc(C(=O)Nc2ccc(N3CCN(S(C)(=O)=O)CC3)cc2)c1,103,-4,-3,-3,-4,103,67,1,102,-7,0.4
Cn1c(=O)[nH]c(=O)c2c1nc(N1CCC(Cc3ccccc3)CC1)n2Cc1ccccc1,103,-4,-1,-2,0,100,12,-1,103,-5,-0.2
CCc1ccc(-c2cc(C(=O)N/N=C/c3ccccn3)[nH]n2)cc1,101,-3,-1,0,-5,106,13,-7,102,-6,1.2

# Source: PubChem BioAssay
